HCT116 bCat-KO: beta-catenin-lacking colon tumor cell growth suppression; HCT116 beta-catenin knockout viability, CellTiter-Glo, 60 h; hits give low values; viability, % at 10 µM; 1.5% of 140,000 active; AID 818;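 active = viability at or under a set limit, the compound median less 4 SD, cut at about 6% in these data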;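 note: 0% = Hyamine 1622 control at 20 µM and 100% = untreated cell control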
Phagocyt inh: blocks phagocytosis by macrophages; J774A.1 macrophage IgG-bead phagocytosis, imaging; inhibition, % at 5 µM; 0.07% of 110,000 active; AID 1029;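 active = inhibition above the mean of the plate negative controls plus 5 SD, cut at about 13% in these data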;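 note: phagocytic index as fraction of beads internalized from green versus red external bead signal; plate controls were DMSO negative control for no effect and cytochalasin-D positive control for full effect; some results beyond the cut were filed as inactive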
NPY-Y2 antag: antagonists of human neuropeptide Y receptor Y2; P49146; NPY-Y2 expressing cells, antagonist mode; inhibition, % at 2.7 µM; 0.99% of 140,000 active; AID 793; in the data active = inhibition above about 17%;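 note: 0% = vehicle with agonist challenge and 100% = reference antagonist with challenge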
Target sequence (P49146 whole entry, looked up): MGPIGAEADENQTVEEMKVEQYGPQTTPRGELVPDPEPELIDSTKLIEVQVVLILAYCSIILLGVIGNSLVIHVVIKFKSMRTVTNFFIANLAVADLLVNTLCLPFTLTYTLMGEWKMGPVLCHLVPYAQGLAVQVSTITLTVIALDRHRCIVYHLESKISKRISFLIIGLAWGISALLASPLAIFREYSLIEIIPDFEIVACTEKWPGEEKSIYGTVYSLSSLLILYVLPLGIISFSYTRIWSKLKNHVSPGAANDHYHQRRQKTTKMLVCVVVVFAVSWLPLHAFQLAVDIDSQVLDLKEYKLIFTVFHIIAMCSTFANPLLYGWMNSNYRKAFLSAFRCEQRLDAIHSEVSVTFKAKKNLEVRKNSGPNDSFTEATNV
Yeast life ext: extends the lifespan of yeast | inhibition of the nicotinamide effect, % at 10 µM | S. cerevisiae growth with nicotinamide, OD615; deaD strain in restrictive glucose medium | 0.68% of 130,000 active;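 active = inhibition above a set limit, placed 3 SD over the median of all compounds, cut at about 26% in these data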;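 note: 0% = nicotinamide-treated wells and 100% = cells grown without nicotinamide; some compounds called inactive have numbers as strong as hits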
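assay system = DeaD-strain S. cerevisiae | measured by = absorbance at 615 nm | probe or stimulus = nicotinamide 1.5 mM | buffer or medium = CSMM-D glucose medium, restrictive | times = 48 h at 30 °C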
BB579 growth dn: yeast BB579 growth reduction in restrictive medium. S. cerevisiae BB579 growth, OD615, 48 h. inhibition, % at 10 µM. 0.51% of 140,000 active;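 active = inhibition above a set limit, 3 SD over the mean compound inhibition, cut at about 44% in these data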; note: inactives centre near -24
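System: DeaD yeast strain BB579; buffer or medium: CSMM-D dextrose restrictive medium; technique: OD at 615 nm; schedule: 4 h cell preincubation, 48 h compound exposure, 30 °C humidified; doses: single 10 µM dose; controls: amphotericin B 10 µg/mL, positive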
MRP1 act: activators of MRP-1 | viability increase, % at 10 µM | H69AR cells + doxorubicin, viability rescue, CellTiter-Glo | 0.61% of 140,000 active | AID 799;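 active = viability gain under doxorubicin at or above a set limit, the compound median plus 3 SD, cut at about 4.7% in these data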;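 note: MRP-1 overexpressing cells given doxorubicin 25 µM after compound pretreatment; 18-22 h compound pretreatment then 72 h with doxorubicin before readout; 0% = doxorubicin-only wells and 100% = vehicle-treated cells without doxorubicin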
GALR2 blocker: blocks the human galanin receptor 2 | GALR2-expressing cells, antagonist mode | inhibition, % at 4 µM | 0.39% of 140,000 active | AID 828; in the data active = inhibition above about 27%;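 note: cells stimulated with galanin 1-16 at roughly its EC80; 0% = agonist challenge control and 100% = basal control without agonist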
Target sequence (O43603 whole entry, looked up): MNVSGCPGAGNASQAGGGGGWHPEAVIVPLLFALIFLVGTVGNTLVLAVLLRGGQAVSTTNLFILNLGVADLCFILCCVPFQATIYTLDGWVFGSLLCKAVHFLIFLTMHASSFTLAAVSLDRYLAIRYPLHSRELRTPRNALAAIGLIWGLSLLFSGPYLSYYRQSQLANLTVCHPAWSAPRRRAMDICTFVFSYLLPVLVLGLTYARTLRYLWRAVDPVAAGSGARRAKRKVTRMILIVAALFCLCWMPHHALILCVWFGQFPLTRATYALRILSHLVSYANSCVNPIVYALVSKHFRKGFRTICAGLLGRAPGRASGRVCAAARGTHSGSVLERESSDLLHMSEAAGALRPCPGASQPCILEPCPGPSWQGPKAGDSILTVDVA
HCT116 PTEN-null: PTEN-deleted cell growth suppression; AID 827; 1.2% of 140,000 active; viability, % at 10 µM; HCT116 PTEN-null viability, CellTiter-Glo, 60 h; hits give low values;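 active = viability at or below a set limit, 4 SD under the median of all tested compounds, cut at about 3.7% in these data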;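 note: PTEN knockout HCT116 line with beta catenin targeted HCT116 as companion control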
E-sel TNF inh: TNF alpha driven E-selectin expression inhibition. inhibition, % at 2 µM. HUVEC TNFa-induced E-selectin immunofluorescence, high content. 0.71% of 120,000 active. AID 1246;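 active = inhibition above the batch mean plus 3 SD, and confirmed as a hit on visual image review, cut at about 43% in these data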;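 note: 0% = TNF-stimulated DMSO wells and 100% = unstimulated control wells; not every result past the cut was called active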
Measles CPE: protection of cells from measles virus; protection (pct of control), % at 4 µM; 1.5% of 140,000 active; Measles virus-infected cells, CPE protection, absorbance; in the data active = protection mostly above about 24%, no sharp cut-off; inactive = mostly below about 26%; note: some compounds called inactive have numbers as strong as hits
* marks the source's active call; other numbers are inactive results; nt = not tested or not shown.

SMILES	HCT116 bCat-KO	Phagocyt inh	NPY-Y2 antag	Yeast life ext	BB579 growth dn	MRP1 act	GALR2 blocker	HCT116 PTEN-null	E-sel TNF inh	Measles CPE
COc1cccc(C(=O)N2CCC(N3CC(C)OC(C)C3)CC2)c1 (stereo not given)	82	-4	1	4	-21	-1.3	-16	97	15	8
C/C(=N\NC(=O)c1ccccc1)c1ccc(-n2ccnc2)cc1	86	-2	-2	0	-8	0.4	-5	96	nt	16
CCOC(=O)C1=CN(c2cccc(F)c2)C=C(C(=O)OCC)C1c1cc(OC)c(O)c([N+](=O)[O-])c1	88	0	3	0	-14	-1.5	-2	79	-4	16
CCOc1ccc(S(=O)(=O)N(CC)CC)cc1NS(=O)(=O)c1ccc(F)c(F)c1F	90	-7	0	13	-12	-1.0	-7	88	24	15
CC(C)Oc1ccc(CNC2CCOC(C)(C)C2)cc1 (stereo not given)	104	4	4	-6	-25	0.1	8	100	-9	12
COc1ccc(NC(=O)c2cc3c(Cl)nc4ccccc4c3s2)cc1OC	41	-17	2	-3	-36	-5.4	5	15	nt	9
O=C(Nc1ccc(-c2nc3ccccc3[nH]2)cc1)c1ccco1	88	0	1	-13	-40	-4.8	26	78	-7	4
Cc1csc(NC(=O)c2nc3nc(C)cc(C)n3n2)n1	106	nt	6	-8	-2	-2.0	-3	97	-11	24
CCOc1ccc2ccccc2c1/C=N/n1cncn1	95	-5	2	-9	-14	-1.8	4	97	7	2
O=C(O)CSC1c2ccccc2C(=O)N1Cc1ccccc1 (stereo not given)	90	0	-1	-23	-34	-1.2	5	97	69*	8
CC12CCC(C(=O)NCC3CCCO3)(OC1=O)C2(C)C (stereo not given)	92	0	5	-4	-25	-0.4	-9	95	-42	6
C=CCSc1nc2ccccc2n1C(=O)/C=C/c1ccc(OC)c(OC)c1	1.8*	nt	0	-7	-11	-6.0	0	1.8*	-7	3
c1ccc(OCCCN2CCCC2)cc1	93	1	1	-10	-39	-1.4	8	93	9	2
Cc1nc(-c2ccc(S(=O)(=O)N3CCCCCC3)cc2)cs1	86	-1	1	-2	-35	-0.9	8	96	3	12
O=C(CSc1nnnn1-c1cccnc1)NCc1cccs1	102	-1	0	-9	-37	-2.0	0	104	nt	7
CC(=O)NCCOC(=O)Nc1sc(=S)n(C)c1C	96	nt	2	nt	-16	-2.1	-2	97	4	9
O=C(CSc1nc2c(c(C(F)(F)F)n1)CCc1ccccc1-2)NCc1ccco1	77	1	6	-12	-9	-1.1	-4	51	13	12
COc1nc(-c2cccs2)cc(-c2ccc(C)cc2)c1C#N	48	nt	8	-8	-64	-1.2	3	30	-77	30
CCOc1cc(/C=N\NC(=O)Cn2nc([N+](=O)[O-])cc2C)ccc1OCc1cccc2ccccc12	59	0	0	-6	-29	-0.6	-12	50	-4	12
N#Cc1c2n(c3c(=O)n(Cc4ccccc4)cnc13)CCCC2	100	0	0	-15	-69	-0.5	3	99	-10	5
Cc1cc(C)n(-c2nc3ccccc3nc2N2CCN(C(=O)c3ccc(F)cc3)CC2)n1	85	-1	1	-13	-11	-1.4	1	105	14	3
COc1ccc(S(=O)(=O)N(CCCN2CCCC2=O)Cc2cc3cc(C)c(C)cc3[nH]c2=O)cc1	75	-1	-1	-6	0	-3.6	5	72	0	10
O=C(NCc1ccco1)c1nn(-c2ccccc2)c(=O)c2ccccc12	94	-1	1	-11	-24	-1.9	3	103	-38	1
Cc1noc(C)c1COc1cccc(C(=O)Oc2ccc3c(c2)OCO3)c1	100	0	3	-11	-26	-1.6	6	89	-8	5
Cc1nc(-c2ccc3c(c2)OCO3)cs1	102	nt	3	-10	-12	0.2	-2	98	nt	17

Part of the list above, limited to Measles CPE, GALR2 blocker and HCT116 bCat-KO.
molecule,Measles CPE,GALR2 blocker,HCT116 bCat-KO
O=C(NCc1ccco1)c1nn(-c2ccccc2)c(=O)c2ccccc12,1,3,94
O=C(O)CSC1c2ccccc2C(=O)N1Cc1ccccc1 (stereo not given),8,5,90
CCOc1cc(/C=N\NC(=O)Cn2nc([N+](=O)[O-])cc2C)ccc1OCc1cccc2ccccc12,12,-12,59

Continued.
SMILES	HCT116 bCat-KO	Phagocyt inh	NPY-Y2 antag	Yeast life ext	BB579 growth dn	MRP1 act	GALR2 blocker	HCT116 PTEN-null	E-sel TNF inh	Measles CPE
O=c1c(Cl)c(N/N=C/c2ccc(Cl)cc2)cnn1-c1ccccc1	86	-9	2	-4	-26	-3.6	-5	75	21	3
CCCc1ccc(OCC(=O)O)cc1	88	0	1	-15	-46	-1.3	3	97	nt	9
COc1ccc(Cl)cc1NC(=O)c1ccco1	89	0	3	-12	-17	-4.0	4	95	14	5
O=C(O)c1ccc(COc2ccc(/C=N/NC(=O)c3cccs3)cc2)cc1	85	1	3	-21	-28	-2.9	0	88	-13	37
COc1cccc(C(=O)N/N=C(/CCC(=O)O)c2ccccc2)c1	107	-4	4	-2	-18	-1.5	11	103	-9	5
CN(C)c1ccc(CN(C(=O)COc2ccc(F)cc2)C2CCS(=O)(=O)C2)cc1 (stereo not given)	106	nt	2	-26	4	-0.9	1	100	-3	27
Cc1ccc(C(=O)N2CCC(C(N)=O)CC2)cc1C	108	nt	1	-5	-66	-0.5	-2	114	-2	6
O=C(COC(=O)CCc1c[nH]c2ccccc12)NCc1ccc(Cl)cc1	91	-3	8	6	-42	-1.8	-4	104	nt	13
O=C(c1cccn2c(=O)c3cc(Cl)ccc3nc12)N1CCOCC1	83	-4	0	-20	-27	2.7	-2	84	-53	5
CC(NC(=O)c1ccccc1O)c1ccccc1 (stereo not given)	100	0	3	-14	-30	1.3	-10	100	10	3
CCOC(=O)c1c(-c2ccc(C)c(C)c2)csc1NC(=O)C1CC=CCC1C(=O)O (stereo not given)	99	-1	5	13	0	-2.1	-4	94	-21	13
C=CCN1C(=O)C2(/C(=C(\O)c3ccc4c(c3)OCCO4)C(=O)C(=O)N2CCCOC)c2ccccc21 (stereo not given)	92	nt	3	-14	-70	-0.8	1	95	-5	21
COc1ccc(N(CC(=O)Nc2ccccc2C(=O)NCCc2ccccc2)S(C)(=O)=O)cc1OC	81	-2	4	-6	-21	-2.9	-16	78	3	48
CS(=O)(=O)N(CC(=O)N1CCN(c2cccc(Cl)c2)CC1)C1CCCCC1	73	nt	-1	-9	-75	-0.1	1	80	-11	8
COc1ccc(C(NC(=O)/C=C/c2ccco2)c2ccc(OC)c(OC)c2)cc1 (stereo not given)	82	-3	2	3	-39	0.3	-10	97	nt	21
CCCCc1ccc(NC(=O)COc2ccc(C(=O)Nc3ccccc3OC)cc2)cc1	102	-7	4	4	-12	-1.6	6	94	-3	20
O=C(OC(C(=O)NCc1ccco1)C(OC(=O)c1ccccc1)C(=O)NCc1ccco1)c1ccccc1 (stereo not given)	100	-5	11	5	-45	-0.8	5	101	nt	4
Cc1ccc(NC(=O)COC(=O)CCC(=O)c2ccc(Cl)cc2)cc1S(=O)(=O)N(C)C	87	-3	4	0	-24	-1.2	-25	97	10	9
Cc1cc(C)nc(N/C(=N\S(=O)(=O)Cc2ccccc2)Nc2ccc(F)c(Cl)c2)n1	82	-10	9	8	-25	-2.0	2	71	-10	20
N/C(=N\OC(=O)Cc1ccccc1[N+](=O)[O-])c1ccncc1	91	-3	0	5	-43	-2.7	0	97	-7	9
Cc1csc(NC(=O)c2ccc(S(=O)(=O)N(C)c3ccccc3)cc2)n1	81	-3	-3	-10	-23	0.2	3	81	-20	14
c1csc(-c2nn3c(Cn4cnc5ccccc54)nnc3s2)c1	104	-1	2	-4	3	-3.6	8	96	-19	7
COc1ccc2c(c1)OC(c1ccccc1)(C(F)(F)F)NC2=O (stereo not given)	90	-12	2	5	-38	-1.3	8	91	1	5
O=C(CN1CCOCC1)n1c2ccccc2c2ccccc21	105	0	-1	-13	-5	-0.6	8	95	8	23
COc1ccc(-c2cn3c4c(sc3n2)CCCC4)cc1	68	0	8	-9	-31	-2.4	-1	64	11	2
SMILES	HCT116 bCat-KO	Phagocyt inh	NPY-Y2 antag	Yeast life ext	BB579 growth dn	MRP1 act	GALR2 blocker	HCT116 PTEN-null	E-sel TNF inh	Measles CPE
C[C@H]1CC[C@H]2C(=O)N3[C@H](c4cccc(N5CCCC5=O)c4)[C@@H](C)CC[C@H]3C(=O)N2[C@@H]1c1cccc(N2CCCC2=O)c1	95	nt	0	-1	9	-1.9	3	93	nt	5
COc1ccc(C(=O)COC(=O)C2CCN(S(=O)(=O)c3cccc4cccnc34)CC2)cc1	93	-10	1	1	-20	-0.6	3	91	nt	36
CN(C)C(=O)c1cn(-c2ccccc2)c(=O)c2ccccc12	100	nt	0	-3	-26	-3.9	16	98	14	5
CCCCNC(=O)NS(=O)(=O)c1cnccc1Sc1ccc(Cl)cc1	109	nt	6	5	-37	0.0	17	98	4	6
Cc1nn(CC(O)Cn2cnc3c2c(=O)n(C)c(=O)n3C)c(C)c1Br (stereo not given)	85	-1	-1	-18	-44	-1.5	-7	87	-9	21
CC1=CC(C)(C)N2C(=O)C3(SCC(=O)N3c3ccc(O)cc3)c3cc(C)cc1c32 (stereo not given)	77	-1	4	-4	-66	0.1	-2	78	nt	5
COc1ccc(C)cc1NC(=O)c1cc2ccccc2o1	80	0	9	-14	-77	-1.4	3	94	nt	18
CCN(CC(=O)Nc1c(C(=O)OC)[nH]c2ccc(C)cc12)c1ccc2c(c1)OCO2	82	2	2	-8	-3	-0.3	1	83	9	2
COc1cccc(C(=O)Oc2c(CN3CCOCC3)cc(Cl)c3cccnc23)c1	1.6*	-1	3	15	-27	-7.4	12	1.4*	2	4
Cn1c(=O)[nH]c(=O)c2c1nc(NCCCn1ccnc1)n2CCOc1ccccc1	100	0	0	-9	-33	-1.0	-6	103	-15	1
Cc1cccc(C)c1NC(=O)C1(N(Cc2ccco2)C(=O)c2ccccn2)CCCC1	97	8	5	-2	15	-3.3	11	98	-12	4
O=C(COC(=O)CNC(=O)C1CCCCC1)Nc1ccc(Cl)cn1	93	nt	3	-16	0	-2.3	3	83	-13	3
CCOC(=O)N1CCN(C(=O)C2CCN(C(=O)c3cc(OC)cc(OC)c3)CC2)CC1	98	4	2	-1	-18	-3.0	-26	86	nt	9
CCOC(=O)C(=O)Nc1ccccc1C(=O)NC(C)C	94	nt	5	-1	-23	-1.6	-16	97	5	10
CCOC(=O)N1CCC(NC(=O)CCS(=O)(=O)c2ccc3c(c2)CCN3C(C)=O)CC1	97	nt	-1	10	-37	-0.9	9	99	-13	0
CCCCn1c(-c2cccnc2)n[nH]c1=S	99	-2	1	-4	-6	-1.4	-2	88	2	16
O=C(COC(=O)c1ccccc1Nc1ccccc1)NCc1ccccc1Cl	86	-6	6	3	-33	-2.1	-10	76	-19	6
Cc1ccc(N(CC(N)=O)C2SC(=O)N(Cc3cccc(C(=O)O)c3)C2=O)cc1 (stereo not given)	97	nt	2	-16	-42	-2.2	3	92	-2	6
Cc1ccc(C)c(CSc2nnc(-c3cccnc3)o2)c1	71	0	1	-18	36	-0.6	6	65	-24	1
CCOC(=O)C1CCN(c2c(N(C)Cc3ccco3)c(=O)c2=O)CC1	96	0	1	-6	-5	-1.8	6	102	nt	11

From PubChem BioAssay
